CAL PDZ FP = CAL PDZ (human) peptide binding inhibition. Q9HD26. purified CAL PDZ, TMR-peptide fluorescence polarization, 1 h. inhibition, % at 24.9 µM. 300,000 compounds, 0.92% hits. AID 602252;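 active = mean inhibition of at least 30% with at least half of replicates also reaching 30%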;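 note: 0% = DMSO neutral control and 100% = excess unlabeled competitor peptide PRC23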
OPRM1-OPRD1 ag = OPRM1-OPRD1 heterodimerization agonism; cells, luminescence; activation, % at 9.3 µM; 340,000 compounds, 0.3% hits; P35372+P41143; in the data active = activation above about 18%;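 note: 0% = vehicle-treated cells and 100% = reference agonist; values of inactives mirror those of a sister screen read the other way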
HTR5A ag ctr = HTR5A agonism, opioid heterodimer counter-screen. P47898. HTR5A agonist assay, luminescence, cell-based. activation, % at 9.3 µM. 340,000 compounds, 0.61% hits. AID 504692; in the data active = activation mostly above about 9.5%, no sharp cut-off; inactive = mostly below about 7.6%;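 note: 0% = cells with vehicle only and 100% = reference agonist; strong numbers were not always called active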
Target sequence (P47898 whole entry, looked up): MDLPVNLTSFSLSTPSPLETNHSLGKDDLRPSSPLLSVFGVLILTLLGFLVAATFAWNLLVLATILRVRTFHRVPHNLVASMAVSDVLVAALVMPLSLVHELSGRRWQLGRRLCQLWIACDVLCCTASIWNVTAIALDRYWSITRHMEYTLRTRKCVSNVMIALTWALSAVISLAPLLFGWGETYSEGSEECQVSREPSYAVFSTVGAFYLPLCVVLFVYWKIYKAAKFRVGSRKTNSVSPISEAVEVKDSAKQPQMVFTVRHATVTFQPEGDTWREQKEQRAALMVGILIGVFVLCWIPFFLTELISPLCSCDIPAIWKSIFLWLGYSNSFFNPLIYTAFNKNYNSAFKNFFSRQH
Keap1-Nrf2 PPI = inhibitors of human Keap1-Nrf2 protein-protein interaction; Keap1 Kelch-Nrf2 peptide fluorescence polarization, 1536-well; inhibition, % at 9.4 µM; 340,000 compounds, 0.15% hits; AID 504523; in the data active = inhibition above about 12%;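 note: human Keap1 Kelch domain with fluorescein labeled Nrf2 9mer peptide probe; 0% = neutral control wells and 100% = peptide positive control; higher means more block of Keap1 binding to Nrf2 peptide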
Target sequence (Q14145 whole entry, looked up, the tested form may be a part): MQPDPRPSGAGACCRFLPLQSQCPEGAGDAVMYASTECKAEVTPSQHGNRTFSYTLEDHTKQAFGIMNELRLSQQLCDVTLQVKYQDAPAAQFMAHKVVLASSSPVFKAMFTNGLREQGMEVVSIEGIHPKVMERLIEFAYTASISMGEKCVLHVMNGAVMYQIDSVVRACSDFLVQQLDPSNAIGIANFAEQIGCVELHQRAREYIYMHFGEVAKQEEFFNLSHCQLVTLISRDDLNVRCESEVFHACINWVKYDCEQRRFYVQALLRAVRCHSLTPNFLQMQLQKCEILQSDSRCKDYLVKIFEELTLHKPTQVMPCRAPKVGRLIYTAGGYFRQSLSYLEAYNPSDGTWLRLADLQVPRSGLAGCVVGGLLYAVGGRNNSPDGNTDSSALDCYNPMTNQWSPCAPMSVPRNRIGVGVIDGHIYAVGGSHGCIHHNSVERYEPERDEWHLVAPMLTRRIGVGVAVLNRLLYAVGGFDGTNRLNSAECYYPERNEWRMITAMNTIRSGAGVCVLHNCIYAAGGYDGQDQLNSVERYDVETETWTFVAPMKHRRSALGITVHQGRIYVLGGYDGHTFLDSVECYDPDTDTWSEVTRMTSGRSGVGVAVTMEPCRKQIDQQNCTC
HTR5A inv ag = counter-screen for OPRM1-OPRD1 inverse agonists: human HTR5A inverse agonism | inhibition, % at 9.3 µM | 340,000 compounds, 0.083% hits | HTR5A cell line, luminescence | P47898; in the data active = inhibition mostly above about 23%, no sharp cut-off; inactive = mostly below about 18%;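 note: 0% = cells with DMSO and 100% = no-cell wells with DMSO; some compounds called inactive have numbers as strong as hits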
Cardiac RTF inh = cardiac RTF calcium desensitization; P19429+P45379; 340,000 compounds, 0.12% hits; inhibition, % at 7.15 µM; IANBD-labeled cardiac RTF, Ca2+ fluorescence;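 active = inhibition above the mean inhibition of all tested compounds plus 3 SD, cut at about 17% in these data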;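 note: assay run at fixed EC70 calcium of 1.6 mM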
V-ATPase pHluor = alters yeast V-ATPase proton transport | response, % at 10 µM | AID 504577 | S. cerevisiae, pHLuorin cytosolic pH fluorescence | 350,000 compounds, 0.37% hits; in the data active = response mostly above about 7.3%, no sharp cut-off; inactive = mostly below about 5.4%; note: actives read high; inactives centre near 0; some compounds called inactive have numbers as strong as hits; reference of the scale not given here
MOR-DOR inv ag = inverse agonist of human OPRM1-OPRD1 heterodimerization | inhibition, % at 9.3 µM | P35372+P41143 | cell-based MOR-DOR heterodimer luminescence, inverse agonism | 340,000 compounds, 0.21% hits; in the data active = inhibition above about 22%, passing the limit was not always enough;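 note: 0% = cells with DMSO and 100% = wells without cells with DMSO; values of inactives mirror those of a sister screen read the other way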
cardiac RTF act = increases calcium sensitivity of human cardiac regulated thin filaments | P19429+P45379 | IANBD-labeled TnC RTF fluorescence at EC20 calcium; 0% EC20 calcium, 100% full calcium | activation, % at 7.2 µM | 340,000 compounds, 0.24% hits | AID 493008;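 active = activation above the mean over all tested compounds plus 3 SD, cut at about 30% in these data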;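 note: rise in fluorescence read as greater calcium sensitivity of cardiac thin filaments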
LANA DNA inh = KSHV C-LANA DNA binding inhibition; AID 504423; MBP-C-LANA/FAM-LBS DNA binding, fluorescence polarization; 340,000 compounds, 0.078% hits; inhibition, % at 9 µM;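 active = highest replicate inhibition at or above 60% at 9 µM, even if other replicates fall short; inactive = all replicates below 60% inhibition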;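 note: 0% = neutral control wells and 100% = 4 µM acridine orange control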
* marks the source's active call; other numbers are inactive results; nt = no result given.

[1] CCN(CC)C(=O)CN1CCC(n2c(C)nc3cc(C(F)(F)F)ccc32)CC1
[2] C(=Cc1cccnc1)c1ccncc1
[3] CCOC(=O)N1CCN(C(=O)C2CCN(c3nnc(-n4cccc4)s3)CC2)CC1
[4] CCc1cccc(NC(=O)Cn2ncn3c(cc4ccccc43)c2=O)c1
[5] c1ccc2c(NCC3CCCO3)nc(-c3ccncc3)nc2c1 (configuration not stated)
[6] CN(c1ccccc1)S(=O)(=O)c1cc(C(=O)NCCCn2ccnc2)ccc1Cl
[7] Cc1cc(Cl)c2oc(C(=O)NCCC3CCCCO3)c(C)c2c1 (configuration not stated)
[8] CC12CCC(=O)N1C(C(=O)OCC(=O)Nc1ccc(C(F)(F)F)cc1)CS2 (configuration not stated)
Assay by compound	1	2	3	4	5	6	7	8
CAL PDZ FP	1	nt	0	0	-5	-5	-6	0
OPRM1-OPRD1 ag	-2.4	-2.7	-1.2	-0.5	-1.9	-4.5	2.5	3.6
HTR5A ag ctr	-4	3	-2	-1	-2	-4	0	8
Keap1-Nrf2 PPI	6	1	-6	2	0	3	-1	-5
HTR5A inv ag	-7	-9	6	-9	-18	-13	1	-19
Cardiac RTF inh	-7	8	-1	1	-8	-1	-3	3
V-ATPase pHluor	-4	-2	0	3	0	-1	2	-1
MOR-DOR inv ag	13	14	6	3	11	18	-15	-15
cardiac RTF act	11	-5	4	-5	5	-4	-2	2
LANA DNA inh	3.9	-0.2	2.1	1.8	-1.2	0.4	-0.8	0.1

[9] O=C(Cn1nnc(-c2ccccc2)n1)NCc1ccc2c(c1)OCO2
[10] CC1=C(C(=O)NCc2ccccc2)C(c2cccnc2)n2ncnc2N1 (configuration not stated)
[11] COc1ccccc1CC(=O)N1CCCC1
[12] COc1ccc(N2C(=O)C3C4C=CC(C4)C3C2=O)c([N+](=O)[O-])c1 (configuration not stated)
[13] CC1=C(C(=O)OC2CCCCC2)C(c2ccco2)n2ncnc2N1 (configuration not stated)
[14] CN(C)S(=O)(=O)N1CCN(C(=O)c2ccccc2Cl)CC1
[15] Cc1ccc(NC(=O)c2ccc(F)cc2)nc1
[16] CCOc1ccccc1NC(=O)c1cc2ccccc2oc1=O
Assay by compound	9	10	11	12	13	14	15	16
CAL PDZ FP	-3	-3	-4	nt	nt	0	0	nt
OPRM1-OPRD1 ag	-2.1	-2.1	0.2	-1.9	3.6	-1.1	0.8	0.0
HTR5A ag ctr	-4	-1	2	-1	1	1	8	0
Keap1-Nrf2 PPI	2	-6	-5	-8	-2	-2	3	-1
HTR5A inv ag	31	2	1	14	-3	-1	-24	-27
Cardiac RTF inh	-1	-4	-6	-2	-2	-10	0	-8
V-ATPase pHluor	4	1	-1	-4	-1	-1	4	-2
MOR-DOR inv ag	10	11	-1	10	-19	5	-6	0
cardiac RTF act	-3	2	-8	9	8	-1	-1	3
LANA DNA inh	0.0	0.8	0.8	-0.3	-1.0	-2.3	-0.1	0.0

[17] Cc1c(C(=O)NC(C)c2ccc(-n3ccnc3)cc2)cccc1[N+](=O)[O-] (configuration not stated)
[18] CCOc1ccc(S(=O)(=O)NCCC(=O)N2CCN(c3ccc(OC)cc3)CC2)cc1
[19] CC1(c2ccc(OC(F)F)cc2)NC(=O)N(CC(=O)Nc2cccnc2Cl)C1=O (configuration not stated)
[20] O=C(O)c1ccc(Cl)c(S(=O)(=O)Nc2ccccc2N2CCOCC2)c1
[21] CCc1ccccc1Nc1nc(N)nc(CSCC(=O)c2cc(C)n(C)c2C)n1
[22] COc1ccc(NC(=O)CSCc2ccc(C)cc2)cc1
[23] CC(Nc1nc(=S)nc(Nc2ccc(F)cc2)[nH]1)c1ccccc1 (configuration not stated)
[24] COc1ccc(OCC(=O)N2CCc3ccccc3C2)cc1
Assay by compound	17	18	19	20	21	22	23	24
CAL PDZ FP	-2	-2	-2	-3	-2	-1	-1	-2
OPRM1-OPRD1 ag	-1.3	-2.3	-2.9	-1.8	-1.4	-3.0	-4.1	-1.0
HTR5A ag ctr	3	3	-5	0	1	6	0	-1
Keap1-Nrf2 PPI	-2	1	-1	-4	-8	-2	-4	-5
HTR5A inv ag	-28	-8	2	0	10	-16	1	3
Cardiac RTF inh	-11	-6	-1	-9	-8	-9	0	-7
V-ATPase pHluor	-1	-2	0	0	2	-4	1	1
MOR-DOR inv ag	7	12	19	10	8	15	19	5
cardiac RTF act	1	4	-1	1	0	2	-7	1
LANA DNA inh	-2.5	0.1	0.1	-0.6	0.9	-1.0	-0.1	-0.5

Reprinted at random: three records from the list, in no set order.
[17] Cc1c(C(=O)NC(C)c2ccc(-n3ccnc3)cc2)cccc1[N+](=O)[O-] (configuration not stated)
[23] CC(Nc1nc(=S)nc(Nc2ccc(F)cc2)[nH]1)c1ccccc1 (configuration not stated)
[18] CCOc1ccc(S(=O)(=O)NCCC(=O)N2CCN(c3ccc(OC)cc3)CC2)cc1
Assay by compound	17	23	18
CAL PDZ FP	-2	-1	-2
OPRM1-OPRD1 ag	-1.3	-4.1	-2.3
HTR5A ag ctr	3	0	3
Keap1-Nrf2 PPI	-2	-4	1
HTR5A inv ag	-28	1	-8
Cardiac RTF inh	-11	0	-6
V-ATPase pHluor	-1	1	-2
MOR-DOR inv ag	7	19	12
cardiac RTF act	1	-7	4
LANA DNA inh	-2.5	-0.1	0.1

Returning to the listing with the four entries that preceded the break.
[21] CCc1ccccc1Nc1nc(N)nc(CSCC(=O)c2cc(C)n(C)c2C)n1
[22] COc1ccc(NC(=O)CSCc2ccc(C)cc2)cc1
[23] CC(Nc1nc(=S)nc(Nc2ccc(F)cc2)[nH]1)c1ccccc1 (configuration not stated)
[24] COc1ccc(OCC(=O)N2CCc3ccccc3C2)cc1
[25] COc1ccc(/C=C2/N=C(c3cccs3)OC2=O)cc1OC(C)C
[26] CCN1C(=O)/C(=C/c2nc3ccccc3c(=O)n2-c2ccccc2)c2ccccc21
[27] O=C(Nc1nc(-c2ccc(F)cc2)cs1)c1cccnc1
[28] CCOc1ccc(C2C(C(=O)Nc3cc(C)on3)c3ccccc3C(=O)N2CCN2CCOCC2)cc1 (configuration not stated)
[29] O=c1c2ccccc2nc(-c2ccccc2)n1CCN1CCOCC1
[30] Cc1ccc(C23CC4CC(CC(C(=O)N(C)C)(C4)C2)C3)cc1
[31] COc1ccc2c(c1)CCc1c(C(=O)N3CCCc4ccccc43)noc1-2
[32] CCCN(C(=O)c1ccc(S(=O)(=O)N2CCCC2)cc1)C1CCS(=O)(=O)C1 (configuration not stated)
Assay by compound	21	22	23	24	25	26	27	28	29	30	31	32
CAL PDZ FP	-2	-1	-1	-2	-3	-3	nt	5	24	-6	-2	-3
OPRM1-OPRD1 ag	-1.4	-3.0	-4.1	-1.0	-0.4	0.7	0.7	-3.0	1.1	0.4	-1.1	-1.9
HTR5A ag ctr	1	6	0	-1	3	-2	3	1	11	2	2	5
Keap1-Nrf2 PPI	-8	-2	-4	-5	-10	2	-2	-2	-2	-3	5	-5
HTR5A inv ag	10	-16	1	3	-7	-31	-11	-3	-29	-7	-8	-13
Cardiac RTF inh	-8	-9	0	-7	1	-19	1	10	-14	-2	-2	0
V-ATPase pHluor	2	-4	1	1	-1	0	0	0	2	3	1	-3
MOR-DOR inv ag	8	15	19	5	2	-4	-4	14	-6	-2	6	8
cardiac RTF act	0	2	-7	1	0	-3	2	-6	-5	-1	4	0
LANA DNA inh	0.9	-1.0	-0.1	-0.5	5.1	-0.2	-0.4	0.3	-1.0	0.3	0.4	1.3

[33] COc1ccc(NC(=O)C2CC(=O)N(C(C)C)C2)cc1 (configuration not stated)
[34] COc1ccc2[nH]c(=O)c(CN(CCO)S(=O)(=O)c3c(C)ccc4nsnc34)cc2c1
[35] O=C(NCc1ccccc1)Nc1cccn(Cc2cccc(F)c2)c1=O
[36] Oc1c(N=NC(=S)Nc2ccccc2F)c2ccccc2n1Cc1ccccc1
[37] CN(CC(=O)O)S(=O)(=O)c1ccc2oc3ccccc3c2c1
[38] O=C(Nc1ccccc1Cl)C1C(c2ccccc2)C1(Cl)Cl (configuration not stated)
[39] O=C(O)c1cccc(NC(CNS(=O)(=O)c2ccc(Cl)cc2)c2ccccc2)c1 (configuration not stated)
[40] COc1ccc(NC(=O)CCN2CCN(C/C=C/c3ccccc3)CC2)cc1
Assay by compound	33	34	35	36	37	38	39	40
CAL PDZ FP	-1	-2	-2	nt	-4	-4	6	0
OPRM1-OPRD1 ag	-2.1	-2.0	0.1	-3.1	-1.8	5.0	-2.0	-0.8
HTR5A ag ctr	7	0	7	-3	-2	0	5	4
Keap1-Nrf2 PPI	0	3	-5	-1	2	1	2	-5
HTR5A inv ag	-27	-1	-18	9	8	2	-15	-15
Cardiac RTF inh	-1	-3	-10	5	-3	-7	-8	6
V-ATPase pHluor	2	-5	-1	-1	-3	5	1	1
MOR-DOR inv ag	11	10	0	15	9	-25	11	4
cardiac RTF act	-4	-2	1	-1	1	0	-2	3
LANA DNA inh	-0.6	0.1	0.7	-0.2	2.1	-1.9	-0.8	-1.9

[41] CC(C)c1c(O)nc(SCC(=O)N2CCCCC2)[nH]c1=O
[42] Cc1ccc(C)c2[nH]c(=O)c(CCNS(=O)(=O)c3ccccc3)cc12
[43] Cc1cccc(-c2noc(CN(C(=O)c3c(-c4ccccc4Cl)noc3C)C(C)C)n2)c1
[44] CCOC(=O)CN1C2=NCCCN2c2ccccc21
Assay by compound	41	42	43	44
CAL PDZ FP	0	nt	nt	5
OPRM1-OPRD1 ag	-2.2	-1.2	1.8	0.8
HTR5A ag ctr	-2	2	5	3
Keap1-Nrf2 PPI	-1	2	2	-3
HTR5A inv ag	8	-6	-15	-10
Cardiac RTF inh	-6	-5	-11	-8
V-ATPase pHluor	4	1	3	1
MOR-DOR inv ag	10	6	-9	-6
cardiac RTF act	0	-2	3	1
LANA DNA inh	-0.6	0.9	-1.7	0.4
